L3MBTL1 inh – blocks human L3MBTL1 | Q9Y468 | AlphaScreen L3MBTL1–H3K9me1 peptide binding | Potency, µM (highest dose often 57.1 µM), for the others: at the top dose activity, negative = inhibition, usual class: inhibitors | actives 0.66% (n = 230,000) | AID 485360; further: potency means the concentration at half of the fitted maximal effect; on the % scale 0 is the no-effect control and ±100 the full control effect; nearly all actives have a fitted effect of over 60% in size
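L3MBTL1 50 nM + b-AHA-H3(1-15)K9me1 75 nM, 30 min RT; compound added, 30 min RT; streptavidin donor/Ni-chelate acceptor beads 10 ug/mL each final, 30 min RT dark; AlphaScreen read.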
Luc counter – Kinase-Glo luciferase inhibition (counter-screen) | Q27757 | Kinase-Glo luciferase, ATP luminescence, 8 min | Potency, µM (doses to about 38.3 µM), for the others: at the highest dose activity change, negative = inhibition, most hits filed as inhibitors | actives 0.28% (n = 200,000); further: potency means the concentration at half of the fitted maximal effect; on the % scale 0 is the no-effect control and ±100 the full control effect; nearly all actives have a fitted effect of over 60% in size
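Light output from Kinase-Glo luciferase with luciferin and 10 uM ATP in 50 mM imidazole pH 7.2, KCl, MgCl2, Tween 20, BSA; compound pin-delivered, 8-min ambient incubation, then luminescence read.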
Epigenetic reg – derepresses silenced GFP reporter in murine cells. actives 0.2% (n = 280,000). murine LDR cells, GFP reporter derepression, 30 h. Potency, µM (highest dose often 53.9 µM), for the others: top-dose GFP activation, usual class: activators; further: potency means the concentration at half of the fitted maximal effect; % of control where 0% means no effect; nearly all actives have a fitted effect of over 60% in size
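Readout is the number of GFP-expressing murine LDR cells, counted by cytometry following washing. Cells were treated with compound for 30 h at 37 C; the stably integrated CMV-GFP locus is normally silent.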
NPSR antagonist – neuropeptide S receptor (human) antagonism, cAMP; Q6W5P4; CHO-NPSR cells, cAMP TR-FRET, antagonist mode; Potency, µM (highest dose often 38.3 µM), for the others: at the top dose activity change, negative = inhibition, most hits filed as inhibitors; actives 1% (n = 220,000); further: potency means the concentration at half of the fitted maximal effect; on the % scale 0 is the no-effect control and ±100 the full control effect; nearly all actives have a fitted effect of over 50% in size; many of its hits are not listed in these tables
Target sequence (Q6W5P4 whole entry, looked up): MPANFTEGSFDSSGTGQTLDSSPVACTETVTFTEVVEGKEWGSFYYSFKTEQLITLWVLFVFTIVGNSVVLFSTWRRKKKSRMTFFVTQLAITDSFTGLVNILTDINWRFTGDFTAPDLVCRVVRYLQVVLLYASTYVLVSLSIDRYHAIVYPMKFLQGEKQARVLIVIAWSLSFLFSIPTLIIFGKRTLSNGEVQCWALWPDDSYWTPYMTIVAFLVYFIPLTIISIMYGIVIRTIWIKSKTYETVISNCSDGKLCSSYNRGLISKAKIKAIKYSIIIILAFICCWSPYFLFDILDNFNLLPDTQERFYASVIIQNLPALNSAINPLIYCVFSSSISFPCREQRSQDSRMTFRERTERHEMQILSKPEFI
IMPase Li inh – IMPase inhibition in cells with lithium potentiation | CHO-M1 cells, IP1 TR-FRET (IP-One), carbachol + lithium | Potency, µM (series often up to 59.4 µM), without a hit: at the top dose activity, negative = IMPase inhibition, hits mostly inhibitors | actives 0.35% (n = 210,000);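 further: IP1 builds up when IMPase is blocked and the TR-FRET signal falls; potency means the concentration at half of the fitted maximal effect; plate controls were basal vehicle for no effect and high inhibitor control for full effect; nearly all actives have a fitted effect of over 50% in size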
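CHO-M1, 2000 cells/well, 16–30 h culture; cpd + low Li+, 30 min 37C; lysis with d2-IP1/Eu-anti-IP1 Ab, 10 min RT; TR-FRET 665/620 ratio and 620 channel; AC50 via Hill.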
CBFb RUNX1 block – inhibitors of human CBF-beta and RUNX1 interaction | Potency, µM (series often up to 59.8 µM), for inactives: top-dose activity, negative = inhibition, hits mostly inhibitors | Q01196+Q13951 | 230,000 tested, under 10 active | AlphaScreen CBFb-His/RUNX1-biotin binding, biochemical; further: % of control where 0% means no effect
Target sequence (Q01196 whole entry, looked up): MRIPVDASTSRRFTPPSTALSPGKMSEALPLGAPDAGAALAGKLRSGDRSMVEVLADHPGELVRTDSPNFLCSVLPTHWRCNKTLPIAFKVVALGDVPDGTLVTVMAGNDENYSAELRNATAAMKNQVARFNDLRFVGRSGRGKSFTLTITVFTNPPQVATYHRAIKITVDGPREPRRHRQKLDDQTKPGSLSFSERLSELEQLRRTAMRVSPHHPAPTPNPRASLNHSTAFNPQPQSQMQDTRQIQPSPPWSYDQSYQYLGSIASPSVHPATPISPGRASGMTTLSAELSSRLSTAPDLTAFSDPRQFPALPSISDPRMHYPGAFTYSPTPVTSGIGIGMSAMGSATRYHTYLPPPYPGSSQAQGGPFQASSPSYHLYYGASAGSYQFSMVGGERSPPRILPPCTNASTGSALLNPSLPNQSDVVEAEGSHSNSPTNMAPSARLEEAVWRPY
Target sequence (Q13951 whole entry, looked up): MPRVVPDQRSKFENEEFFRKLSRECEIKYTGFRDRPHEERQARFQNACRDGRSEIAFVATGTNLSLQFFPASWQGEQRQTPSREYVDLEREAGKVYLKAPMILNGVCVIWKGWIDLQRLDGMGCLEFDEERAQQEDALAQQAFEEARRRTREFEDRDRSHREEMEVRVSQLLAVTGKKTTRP
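Interaction loss through any mechanism counts as activity. Pre-formed complex of His-CBF-beta and biotin-RUNX1 (30 nM apiece) is incubated with compound 15 min, then with 50 ng nickel and 50 ng streptavidin beads for 90 min before AlphaScreen detection.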
HTT aggregate – inhibitors of mutant huntingtin aggregate formation in PC12 cells; Potency, µM (top dose mostly 46.1 µM), without a hit: top-dose activity change, negative = inhibition, actives largely listed as inhibitors; PC12 HttQ103-GFP aggregates, Acumen cytometry, 40 h; actives 1.1% (n = 220,000); AID 1688; further: potency means the concentration at half of the fitted maximal effect; on the % scale 0 is the no-effect control and ±100 the full control effect; nearly all actives have a fitted effect of over 60% in size
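Using laser scanning cytometry, GFP-positive aggregates were counted after lysis of PC12 cells induced with 100 nM tebufenozide to express HTT exon 1 Q103–GFP. Compounds were tested in titration.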
Numbers without * were called inactive; ? = inconclusive; . = no result given; [ ] = another dose, or the depositor's remark. The call rests on the fitted dose curve; in most records, active means well fitted curve in the direction sought with a large enough effect; inconclusive means small, poorly fitted or top-dose-only effect, or another doubt; inactive means no such curve, though single readings can be large; an effect the other way counts as inactive or inconclusive. Only part of the results is shown (hit frequency here may not be typical).

Values run as follows: NPSR antagonist | HTT aggregate | Luc counter | CBFb RUNX1 block | IMPase Li inh | Epigenetic reg | L3MBTL1 inh
> COc1ccccc1NC1=NC2(CCCC2)N=C(N)N1
  -3%[46.1 µM] | -7% | 0% | 8% | 24%[38.3 µM] | 0.0% | -14%[11.4 µM]
> O=C1C(NS(=O)(=O)c2ccc(Cl)cc2)=C(N2CCCCC2)C(=O)c2ccccc21
  1%[46.1 µM] | ? | -16% | -3% | 49%[activator] | -1.6% | 25µM*
> CCN(CC)C(=O)CSc1nc2ncc(Br)cc2[nH]1
  2%[46.1 µM] | 1% | . | 2% | . | -8.5% | 5%
> COc1cc2c(cc1OC)CN(CC(=O)Nc1ccc(Cl)c(S(=O)(=O)N(C)C)c1)CC2
  -20% | -9%[9.22 µM] | 2% | 5% | 1% | -0.6% | -10%
> Cn1c(=O)n(Cc2ccc(Cl)cc2)c2ccccc21
  -19%[46.1 µM] | 17% | -4% | 4% | 20%[38.3 µM] | -1.3% | .
> COCCNC(=O)C(c1cccs1)N(CCc1ccccc1)C(=O)Cn1nnc2ccccc21 (stereo unspecified)
  -19%[46.1 µM] | -1% | 1% | 5% | 5%[38.3 µM] | -2.6% | 3%
> NC(=O)CN1C(=O)C(O)(CC(=O)/C=C\C=C\c2ccccc2)c2ccccc21 (stereo unspecified)
  -1% | -12% | -4% | -6% | -10% | 1.1% | 0%
> CC(C)=CCN1CCN(Cc2ccc3nsnc3c2)CC1CCO (stereo unspecified)
  -10% | 2%[9.22 µM] | . | 4% | 10% | -1.2% | 42%[activator]
> CCCOC(=O)Nc1ccc(C(N)=O)cc1
  -1%[46.1 µM] | 2% | 7% | 5% | -11%[38.3 µM] | -2.2% | -8%
> COCCN(CCOC)S(=O)(=O)c1ccc(C(=O)Nc2nc(-c3ccncc3)cs2)cc1
  -8%[46.1 µM] | 1% | 1% | 0% | -1%[38.3 µM] | -1.2% | 5%

Part of the list above, reduced to L3MBTL1 inh.
compound	L3MBTL1 inh
NC(=O)CN1C(=O)C(O)(CC(=O)/C=C\C=C\c2ccccc2)c2ccccc21 (stereo unspecified)	0%
CC(C)=CCN1CCN(Cc2ccc3nsnc3c2)CC1CCO (stereo unspecified)	42%[activator]

New compounds follow.
Values run as follows: NPSR antagonist | HTT aggregate | Luc counter | CBFb RUNX1 block | IMPase Li inh | Epigenetic reg | L3MBTL1 inh
> COc1ccc(O)c(C(=O)c2cc(C#N)c(=O)n(-c3ccc(Cl)cc3)c2)c1
  -26% | -13%[9.22 µM] | . | -9% | . | 1.0% | .
> O=c1c2ccccc2ncn1CCCCOc1ccc(Br)cc1
  1% | -26% | 2% | 13% | 3% | 5.7% | 3%
> CCCOc1ccc(/C(O)=C2\C(=O)C(=O)N(CCCN(C)C)C23C(=O)N(C)c2ccccc23)cc1 (stereo unspecified)
  -13%[46.1 µM] | 7% | . | 5% | . | 6.0% | 0%
> Cc1cc(=O)n2[nH]c(NCc3c(F)cccc3Cl)nc2n1
  8% | 16%[9.22 µM] | 0% | -5% | -1% | 5.3% | -6%
> Cc1cccc(NS(=O)(=O)c2c(C)noc2C)c1
  4% | -7% | 2% | -2% | 0% | -2.7% | .
> Cc1nc([N+](=O)[O-])c(C(=O)OCc2ccccc2Br)n1C
  3% | -2% | . | -1% | 8% | 1.1% | .
> Cc1cccc(OCC(=O)NC(=S)Nc2ccccc2N2CCOCC2)c1
  -13% | 26% | -2% | 6% | 8% | -1.8% | 0%
> Oc1ccc(Nc2nc(-c3ccc4ccccc4c3)cs2)cc1
  ? | 23%[9.22 µM] | -3% | -9% | 61%[activator][38.3 µM] | 5.0% | .
> CO
  . | 9% | . | 12%[21.7 µM] | -9% | . | .
> Cc1cccc(N2CCN(C(=O)c3cccc(S(=O)(=O)N4CCc5ccccc5C4)c3)CC2C)c1 (stereo unspecified)
  -11% | -10% | 2% | -11% | 9% | 0.0% | -10%
> CC(=O)c1cnc(-c2ccccc2Cl)s1
  -6% | 7% | 2% | 0% | -2% | -3.8% | 15%
> Cc1cccc(C)c1NC(=O)CSc1ccc([N+](=O)[O-])cn1
  6% | 9% | 0% | -1% | 7% | -1.0% | 6%
> COC(=O)c1cc2occc2n1Cc1nc(-c2ccccc2Cl)oc1C
  -11% | 8% | 2% | 5%[2.36 µM] | 21% | -1.8% | 4%
> Cc1cc(=O)[nH]c(SCC(=O)Nc2ccc(Br)cc2)n1
  1% | -9%[9.22 µM] | . | 9% | . | 0.0% | .
> O=C(Nc1nonc1-c1ccc(Cl)cc1)c1ccccc1
  -4% | -5% | 2% | 13% | 1% | -7.4% | .
> CC(C)(C)NS(=O)(=O)c1ccc(NS(=O)(=O)c2ccc(F)cc2)cc1
  -4%[46.1 µM] | 2% | 3% | -7% | 10%[38.3 µM] | -1.2% | 4%
> O=C(N/N=C/c1ccccn1)c1cc(-c2ccc(Br)cc2)nc2ccccc12
  -53% | 17%[9.22 µM] | . | -2% | . | ? | -25%
> NC(=O)c1ccsc1N
  -2% | -12%[9.22 µM] | -4% | 4% | 9% | 3.0% | 13%
> COc1cc(C(=O)NCCC2=CCCCC2)cc(OC)c1OC
  6%[46.1 µM] | -5% | -1% | 1% | 7%[38.3 µM] | 2.2% | 5%
> NS(=O)(=O)c1ccc(CCNC(=O)C2CCN(S(=O)(=O)c3ccc(Br)s3)CC2)cc1
  5% | -13% | 2% | 0% | -6% | 4.0% | .
> Cc1cc(C)c2c(N)c(C(=O)NN)sc2n1
  -21% | -4%[9.22 µM] | . | 9% | . | 4.4% | 1%
> O=C(N/N=C/c1ccsc1)C1CC1
  16% | 7% | . | -2% | -4% | -0.4% | .
> CCOC(=O)c1[nH]c2ccc(OC)cc2c1NS(=O)(=O)c1ccc(OC)cc1OC
  -20%[46.1 µM] | 8% | -3% | -2% | 2%[38.3 µM] | -0.7% | -2%
> O=C(Nc1ccc(F)cc1)C1CCN(S(=O)(=O)c2cccs2)CC1
  6% | -3% | 5% | -3% | 20% | 0.0% | -15%
> C/C(=N\Nc1cc(N2CCOCC2)ncn1)c1cccc([N+](=O)[O-])c1
  16% | 8%[9.22 µM] | -5% | -4% | 10% | 2.1% | -13%
> Cc1cccc(CN2C(=O)N/C(=C/c3cc(C)n(-c4cc(C)ccn4)c3C)C2=O)c1
  16µM* | -13% | -3% | -12% | 50%[activator][38.3 µM] | 0.0% | .
> O=C(COC(=O)c1cccc(Br)c1)Nc1cccc2c1C(=O)c1ccccc1C2=O
  ? | 15%[9.22 µM] | . | -2% | 11µM* | ? | -17%
> NS(=O)(=O)c1ccc(NC(=O)CSc2nnc(-c3cnccn3)n2-c2ccccc2)cc1
  -8%[46.1 µM] | 8% | -2% | 5% | -12%[38.3 µM] | 0.2% | .
> N#Cc1nc(-c2ccc(OCc3ccccc3)cc2)oc1NCCN1CCOCC1
  -1%[46.1 µM] | -24% | 7% | -4% | -2%[38.3 µM] | 0.0% | -4%
> CCOP(=O)(OCC)C(C#N)=C1SCN(c2ccc(Cl)cc2)CS1
  -8%[46.1 µM] | -14% | 3% | 6% | 3% | -0.9% | -3%
> CC(=O)Nc1ccc(S(=O)(=O)N2CCN(c3ccc(C)c(Cl)c3)CC2)cc1
  -12%[46.1 µM] | 4% | 4% | -2% | -4%[38.3 µM] | -2.8% | .
> CCN(C(=S)NCc1ccccc1)c1ccccc1
  -5% | -9% | 1% | -13% | 27% | -0.1% | 38%[activator]
> O=c1cc(N2CCN(Cc3ccccc3)CC2)[nH]c(=O)n1-c1ccc(Br)cc1
  -23%[46.1 µM] | -2% | 0% | 12% | 24%[38.3 µM] | 2.3% | 4%
> O=C(CSc1nc2ccc(Cl)cc2[nH]1)NCc1ccco1
  0%[46.1 µM] | 16%[9.22 µM] | -1% | 1% | 9%[38.3 µM] | 1.2% | 0%
> COc1ccc(/C=N/N=C2/NC(=O)C(c3ccccc3)S2)c(OC)c1 (stereo unspecified)
  -17%[46.1 µM] | -7% | 0% | -6% | 9% | 0.1% | -1%
> Cc1nc2nc(COc3ccccc3)[nH]n2c(=O)c1Cl
  -8%[46.1 µM] | -16% | -10% | 8% | 14%[38.3 µM] | -1.0% | .
> CCn1c(SCC(=O)NCC2CCCO2)nnc1-c1ccccc1 (stereo unspecified)
  -14%[46.1 µM] | -1% | 4% | 3% | -7%[38.3 µM] | -4.4% | .
> Cc1ccc(S(=O)(=O)N/N=C2/CCCCC2C2CCCCC2)cc1[N+](=O)[O-] (stereo unspecified)
  -16% | -1% | 1% | 0% | 1% | -3.9% | -5%
> CN(C(=O)Nc1cnccc1C(F)(F)F)C1CCCCC1
  -4%[7.67 µM] | -2%[9.22 µM] | . | 1% | . | -0.3% | 2%
> C/C(=C/C(=O)O)C(=O)Nc1cccc(C(F)(F)F)c1
  12% | -6% | -1% | 3% | -6% | -3.0% | .
> Cc1ccc(C2N(c3ccc(Cl)c(Cl)c3)C(=O)C3CCCN32)o1 (stereo unspecified)
  5%[46.1 µM] | -2% | -2% | 9% | 37%[activator][38.3 µM] | 1.9% | -9%[11.4 µM]
> Cc1cc(C)n(CC(C)NC(=O)CCc2nnc(CCc3ccccc3)o2)n1 (stereo unspecified)
  -12% | -18% | 3% | -2% | -3% | -5.9% | 9%
> CCOc1[nH]c(/N=C/c2ccco2)c(C#N)c1C#N
  0%[46.1 µM] | 14% | 0% | -5% | 11%[38.3 µM] | 1.6% | 0%
> CC(C)(C)c1ccc(Oc2ccc(N)cc2)cc1
  -4% | -4% | -4% | -14% | 18% | -1.8% | -13%
> CS(=O)(=O)N(CC(=O)Nc1ccc2c(c1)OCO2)c1ccc2c(c1)OCO2
  -25%[46.1 µM] | -6% | 14% | 4% | 41%[activator][38.3 µM] | 0.8% | .
> CSc1nc2nc3c(cc2c(=O)n1-c1ccccc1)COC(C)(C)C3
  0% | . | 0% | -3% | 6% | 2.2% | 0%
> Cn1ccnc1SC(=O)N1c2ccccc2Sc2ccccc21
  -15%[46.1 µM] | -7% | 0% | -3% | 20%[38.3 µM] | 0.0% | .
> Cc1ccc(S(=O)(=O)N[C@H](C(=O)OCn2nnc3ccccc3c2=O)C(C)C)cc1
  -17%[46.1 µM] | 1% | -1% | -8% | 24%[38.3 µM] | -5.6% | .
> CC1(C)Cc2c(sc3nc(-c4ccccc4)n(N)c(=O)c23)CO1
  -7%[46.1 µM] | -29% | 0% | 0% | 0%[38.3 µM] | 0.8% | 10%
> Cc1ccc(-c2c[n+]3c(n2-c2ccccc2)CCC3)cc1
  2%[7.67 µM] | -3%[9.22 µM] | . | 2% | . | -0.3% | -3%

High-throughput results (PubChem)
